TCR activator – Activators of T cell receptors: qHTS campaign; Potency, µM (top dose mostly 9.22 µM), inactives show top-dose activation of IL-2 secretion, most hits filed as activators; 330,000 tested, under 10 active; primary human leukocytes, anti-CD3, IL-2 HTRF, 48 h; also: % of control where 0% means no effect
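IL-2 produced over 48 hr by a-CD3 bead-stimulated primary human leukocytes exposed to compounds was detected with a homogeneous time-resolved FRET immunoassay, 665nm acceptor signal after 320nm excitation.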
TSHR antag – Antagonists of the Thyroid Stimulating Hormone Receptor: HTS campaign; AID 504810, 2011; activity change, negative = inhibition, % at 11.5 µM; TSHR-expressing cells, TSH-stimulated cAMP HTRF, 2 h; active compounds read low; hit rate 0.2% among 330,000; Thyrotropin receptor (Homo sapiens), P16473;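 active = activity change below a set negative limit, meaning inhibition stronger than a set level, cut at about -70% in these data; inconclusive = activity change between two set negative limits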; also: % is scaled to controls: 0 for no effect and ±100 for the full control effect
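TSHR-expressing cells were treated with compounds, then stimulated with TSH at EC80 (4nM final) for 2 hours at 37 deg C. Cellular cAMP was measured by HTRF competition between lysate cAMP and cAMP-d2 for a cryptate-labelled anti-cAMP antibody.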
Menin-MLL TR inh – qHTS Assay for Inhibitors Targeting the Menin-MLL Interaction in MLL Related Leukemias: Competition With Texas Red Labeled MLL-derived Mutant Peptide; Menin + Texas Red MLL mutant peptide, fluorescence polarization; hit rate 0.23% among 270,000; Potency, µM (top dose mostly 61.6 µM), for the others: top-dose FP activity change, negative = inhibition, most hits filed as inhibitors; O00255; active = well fitted inhibition curve with a large enough effect in the polarisation, with a control signal flat, not every such curve was filed as active; inconclusive = small, poorly fitted or top-dose-only effect, or effect the other way, or a change in a side signal; inactive = no such curve, though single readings can be large or run the other way; the % refers to the polarisation; also: potency is read from the fitted curve at half-maximal effect; % of control where 0% means no effect; many of its hits are not listed in these tables
AT treatment – qHTS Assay for Identifying a Potential Treatment of Ataxia-Telangiectasia. hit rate 0.19% among 320,000. AID 485349, 2010. […] A-T fibroblasts, KAP-1 phosphorylation AlphaLISA; neocarzinostatin DNA damage 30 min before lysis. Potency, µM (titrated, usually from 57.5 µM), for inactives: top-dose activation, hits mostly activators; also: potency is read from the fitted curve at half-maximal effect; % of control where 0% means no effect; nearly all actives have a fitted effect of over 45% in size
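ATM-like activity read as KAP-1 phosphorylation via AlphaLISA donor/acceptor antibody pairs after lysis and 6 hr at 25C. Cells were ATM-null patient fibroblasts ([…], hTERT), dosed 60 min, then exposed to the DSB inducer NCS for 30 min.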
MLL CXXC-DNA inh – qHTS Fluorescence Polarization Assay for Inhibitors of MLL CXXC domain - DNA interaction | Histone-lysine N-methyltransferase 2A (Homo sapiens), Q03164 | AID 2662, 2010 | hit rate 0.037% among 290,000 | Potency, µM (top dose mostly 115 µM), without a hit: at the highest dose activity change, negative = inhibition, usual class: inhibitors | MLL-CXXC / FITC-HOXA9 DNA fluorescence polarization; active = well fitted inhibition curve with a large enough effect in the polarisation, with a control signal flat, not every such curve was filed as active; inconclusive = small, poorly fitted or top-dose-only effect, or effect the other way, or a change in a side signal; inactive = no such curve, though single readings can be large or run the other way; the % refers to the polarisation; also: potency is read from the fitted curve at half-maximal effect
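Purified MLL-CXXC (added from a 7 uM solution) was preincubated 5 min at ambient with pinned compounds in 50 mM Tris-HCl pH 7.5, 50 mM NaCl, 1 mM DTT, 0.05% BSA. Fluorescein-labeled HOX-A9 DNA (50 nM solution) followed, 30 min, then polarization read.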
S-ASM inh – Inhibitors of Secretory Acid Sphingomyelinase (S-ASM): qHTS; Sphingomyelin phosphodiesterase (Homo sapiens), P17405; placental ASM, HMU-PC fluorogenic substrate, 60 min; Potency, µM (series often up to 57.5 µM), without a hit: top-dose activity change, negative = inhibition, actives largely listed as inhibitors; hit rate 0.006% among 340,000; also: potency is read from the fitted curve at half-maximal effect
Target sequence (P17405 47-631 limits assumed): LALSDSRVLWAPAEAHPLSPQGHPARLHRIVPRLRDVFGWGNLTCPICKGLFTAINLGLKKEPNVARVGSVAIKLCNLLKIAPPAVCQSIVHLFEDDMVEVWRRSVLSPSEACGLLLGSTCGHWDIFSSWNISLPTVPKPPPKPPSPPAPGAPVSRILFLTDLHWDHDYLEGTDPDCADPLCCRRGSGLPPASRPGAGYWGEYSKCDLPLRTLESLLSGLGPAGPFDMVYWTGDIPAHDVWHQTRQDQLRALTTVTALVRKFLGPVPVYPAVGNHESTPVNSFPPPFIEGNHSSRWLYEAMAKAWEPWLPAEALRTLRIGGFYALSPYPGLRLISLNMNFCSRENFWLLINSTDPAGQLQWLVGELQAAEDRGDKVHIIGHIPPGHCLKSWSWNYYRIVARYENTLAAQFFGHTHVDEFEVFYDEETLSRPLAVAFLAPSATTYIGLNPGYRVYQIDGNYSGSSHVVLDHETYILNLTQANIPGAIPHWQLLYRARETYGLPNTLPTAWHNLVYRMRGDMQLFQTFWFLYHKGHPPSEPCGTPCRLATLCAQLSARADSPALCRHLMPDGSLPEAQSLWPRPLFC
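Human placenta-derived ASM preincubated with compound 10 min at room temperature, then reacted with 9 uM (final) fluorogenic HMU-PC substrate for 60 min at 37 C. Stop solution raises pH to 10; fluorescence read at Ex 386/Em 447 nm.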
MBNL1 CUG block – qHTS Assay for Inhibitors of MBNL1-poly(CUG) RNA binding; TR-FRET MBNL1-His/biotin-(CUG)12 binding, 665/545 ratio; Potency, µM (titrated, usually from 57.5 µM), for inactives: top-dose activity change, negative = inhibition, hits mostly inhibitors; hit rate 0.036% among 280,000; active = well fitted inhibition curve with a large enough effect in the signal ratio, with a control signal flat, not every such curve was filed as active; inconclusive = small, poorly fitted or top-dose-only effect, or effect the other way, or a change in a side signal; inactive = no such curve, though single readings can be large or run the other way; the % refers to the signal ratio; also: potency is read from the fitted curve at half-maximal effect; % is scaled to controls: 0 for no effect and ±100 for the full control effect
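TR-FRET readout: Ex 340 nm, 665/545 nm emission ratio, normalized to buffer-only (basal) and MBNL1-(CUG)12 controls. Complex of MBNL1-His with Biotin-(CUG)12, compounds 92 nM–58 uM, incubated 60 min at room temperature.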
Mito fusion yeast – qHTS Assay for Small Molecule Inhibitors of Mitochondrial Division or Activators of Mitochondrial Fusion. Potency, µM (series often up to 46.1 µM), without a hit: top-dose growth rescue (activation), hits mostly activators. AID 485298, 2010. hit rate 0.23% among 320,000. S. cerevisiae fusion-defective mutant growth rescue, CellTiterGlo 48 h;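 also: potency is read from the fitted curve at half-maximal effect; % of control where 0% means no effect; nearly all actives have a fitted effect of over 45% in size; temperature-sensitive fusion mutants such as fzo1-1 at 37 °C on non-fermentable ethanol glycerol medium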
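Growth-rescue viability read-out: after 48 h at the non-permissive 37C in glycerol/ethanol YPEG, yeast mitochondrial fusion mutants are measured by CellTiterGlo luminescence; compounds (23 nl pinned per well) restoring growth score as division inhibitors or fusion activators.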
Integrin act MD – qHTS for Activators of Integrin-Mediated Alleviation for Muscular Dystrophy; alpha7betagal myoblasts, beta-gal FDG fluorescence, 48 h; Potency, µM (doses to about 38.3 µM), for inactives: at the highest dose activation, hits mostly activators; hit rate 0.064% among 350,000; AID 624291, 2012;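 also: potency is read from the fitted curve at half-maximal effect; 100% = response of the positive control SU9516; nearly all actives have a fitted effect of over 60% in size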
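Alpha7betagal+/- myoblasts (passage 13) were plated 16-24 hr, then exposed to compounds (1:260 dilution of DMSO stock) for 48 hours at 37C. After MPER lysis, β-galactosidase reporter activity was read as FDG fluorescence (ex 480/em 540) after 30 minutes.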
TSG101-PTAP inh – qHTS Assay for Iinhibitors of HIV-1 Budding by Blocking the Interaction of PTAP/TSG101. Tumor susceptibility gene 101 protein (Homo sapiens), Q99816. Fluorescence polarization, FITC-PTAP peptide / Tsg101 binding. Potency, µM (highest dose often 115 µM), without a hit: at the highest dose activity change, negative = inhibition, usual class: inhibitors. 340,000 tested, under 10 active. AID 493005, 2010; active = well fitted inhibition curve with a large enough effect in the main read-out, with a control signal flat, not every such curve was filed as active; inconclusive = small, poorly fitted or top-dose-only effect, or effect the other way, or a change in a side signal; inactive = no such curve, though single readings can be large or run the other way; also: potency is read from the fitted curve at half-maximal effect; % of control where 0% means no effect
Target sequence (Q99816 whole entry, looked up): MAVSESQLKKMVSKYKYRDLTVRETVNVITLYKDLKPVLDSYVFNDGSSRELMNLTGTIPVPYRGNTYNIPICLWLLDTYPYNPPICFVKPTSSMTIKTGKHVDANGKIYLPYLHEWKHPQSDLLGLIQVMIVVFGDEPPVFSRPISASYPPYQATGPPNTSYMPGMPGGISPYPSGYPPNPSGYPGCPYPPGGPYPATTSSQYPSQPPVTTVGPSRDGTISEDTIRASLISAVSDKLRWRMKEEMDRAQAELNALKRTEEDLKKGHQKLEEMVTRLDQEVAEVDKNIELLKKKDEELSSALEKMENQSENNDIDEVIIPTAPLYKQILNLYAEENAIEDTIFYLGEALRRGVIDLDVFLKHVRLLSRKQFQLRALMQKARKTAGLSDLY
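FP read-out: FITC-PTAP peptide, 50 nM final, binding Tsg101 binding domain, 10 uM final; 20 min, r.t.; 10 mM HEPES pH 7.5, 0.15 M NaCl, 0.01% Tween 20, 3 mM EDTA, 0.1 mM TCEP.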
Numbers without * were called inactive; i = inactive; u = inconclusive; x = no result given; & = joins results of further samples; [ ] = remark or other dose. Unless noted, calls follow the shape of the dose curve; as a rule, active = well fitted curve in the direction sought with a large enough effect; inconclusive = small, poorly fitted or top-dose-only effect, or another doubt; inactive = no such curve, though single readings can be large; an effect the other way counts as inactive or inconclusive.

SMILES	TCR activator	TSHR antag	Menin-MLL TR inh	AT treatment	MLL CXXC-DNA inh	S-ASM inh	MBNL1 CUG block	Mito fusion yeast	Integrin act MD	TSG101-PTAP inh
COc1ccccc1C(=O)Nc1ccc(OC(C)C(=O)N2CCOCC2)cc1 (stereo not drawn)	10%	-5	x	-6%	x	1%	x	-4%	9%	-1%
CCCN(CCC)Cc1c(C(=O)N/N=C/c2ccsc2)nnn1-c1nonc1N	11%	-21	9%	4%	0%	u	5%	1%	-9%	-3%
COC(=O)c1sccc1NC(=O)C1C2C=CC(O2)C1C(=O)O (stereo not drawn)	-5%	1	13%	-2%	10%	5%	7%	-4%	-18%	-6%
O=C(Cn1cnc2c(cnn2-c2ccccc2)c1=O)N1CCOCC1	1%	-1	7%	-1%	4%	-2%	6%	3%	-15%	-5%
Cc1ccc([N+](=O)[O-])cc1S(=O)(=O)Nc1cccc(S(=O)(=O)NC2=NCCC2)c1	-3%[46.1 µM]	7	x	5%	x	-2%	x	x	19%	-4%
Clc1ccc(N2CCN(c3ncnc4c3oc3ccccc34)CC2)cc1	11%	1	8%	-13%	3%	-1%	53%[activator]	-4%	4%	-4%
C/C(=N\NC(N)=O)c1c(F)cccc1F	-6%	11	x	-1%	3%	4%	-5%	0%	7%	-1%
Cc1nn(C)c(Cl)c1CN1CCCC(C(=O)Nc2cccc(-n3cccn3)c2)C1 (stereo not drawn)	1%	-3	u	6%	-7%	5%	-7%	-3%	-33%	-2%
O=C(NCCN1CCN(C(=O)c2cc3ccccc3oc2=O)CC1)c1cc2ccccc2oc1=O	-2%	-14	u	5%	-1%	3%	u	-4%	6%	-4%
COc1ccc(CNC2C[C@H]3CCCC(=O)N4CC[C@@H](C2)[C@@H]34)cc1 (stereo partly drawn)	-1%[46.1 µM]	12	-3%[94.6 µM]	11%	x	-3%	x	x	16%	-2%
Cc1c(N2C(=O)CS/C2=N\N=C\c2ccc(Cl)cc2)c(=O)n(-c2ccccc2)n1C	x	-2	u	2%	1%	-2%	18%	-1%	-8%	x
O=C(COC(=O)/C=C/c1ccccc1)NC1CCS(=O)(=O)C1 (stereo not drawn)	2%	4	x	0%	x	5%	x	-1%	u	-3%
O=[N+]([O-])c1ccc(-c2nc(Nc3ccc(O)cc3)c3ccccc3n2)cc1	1%	-1	u	-14%	16%	-14%	15%	6%	-30%	-6%
CCCC(=O)NC1CCc2cc(OC)c(OC)c(OC)c2-c2ccc(OC)c(=O)cc21 (stereo not drawn)	-1%	x	x	x	x	-1%	x	x	31%	-2%
c1ccc(-n2cccc2CNC2CCCCC2)cc1	-2%	8	-2%	-13%	-12%	3%	5%	2%	9%	-6%
Cc1ccc(C(=O)NN(CCC#N)C2=NS(=O)(=O)c3ccccc32)cc1	-3%	-4	10%	-1%	5%	1%	7%	0%	1%	1%
O=C(/C=C/N1CCOCC1)c1coc2ccccc12	-3%	22	-2%	-5%	-3%	0%	14%	1%	10%	-4%
COc1ccccc1N(C)S(=O)(=O)c1ccc(C(=O)OCC(=O)N(C)c2ccccc2)cc1	-1%	-7	-15%	11%	7%	-3%	5%	0%	5%	0%
CN(CCc1ccccc1)C(=O)c1ccc(NC(=O)Cc2ccc(NC(=O)C3CCN(C(=O)c4ccccc4)CC3)cc2)cc1	-4%	x	x	x	x	-1%	x	x	15%	-2%
CCOC(=O)N1CCN(C(=O)c2c(-c3ccccc3)noc2C)CC1	-4%	6	3%	0%	-10%	10%	-4%	-2%	11%	-6%
O=C(Cc1c(F)cccc1Cl)Nc1nccs1	-3%	7	-10%	2%	-10%	3%	3%	0%	14%	-6%
O=C(O)/C=C/C(=O)N1CCN(c2cccc(Cl)c2)CC1	-30%	-2	10%	1%	-1%	2%	-3%	2%	27%	-3%
COc1ccc(CC(=O)NCc2ccc(Cl)cc2)cc1S(=O)(=O)N1CCOCC1	7%	-2	x	10%	x	x	x	8%	4%	0%
COC(=O)c1ccccc1SCc1csc(C)n1	4%	-5	1%	-9%	44%[activator]	11%	4%	-7%	26%	-6%
O=C(Oc1ccc(NC2=C(Cl)C(=O)c3ccccc3C2=O)cc1)c1ccc([N+](=O)[O-])cc1	3%[46.1 µM]	26	-6%	-1%	7%	3%	-3%	5%	0%	-10%
NC(=O)c1ccc(NC(=O)CSc2nnc(-c3cccnc3)n2Cc2ccco2)cc1	2%	-2	6%	11%	14%	i	3%	-6%	13%	-1%
c1csc(CNc2nc3ccccc3n2CCN2CCOCC2)c1	-14%	3	-10%	x	3%	4%	-8%	-1%	-27%	-4%
Cc1ccc(S(=O)(=O)Nc2cc(-c3ccccc3)nn2C)cc1	-17%	0	x	8%	-10%	-5%	-6%	1%	-4%	0%
COc1cccc(-c2ccc3ncnc(NCc4cccnc4)c3c2)c1	-6%	-16&-39	12%	-9%&13%	x	2%	x	-9%	x	-2%
CC1=C(C(=O)OC(C)C)C2(O)C(=O)c3ccccc3C2(O)N1 (stereo not drawn)	-5%[46.1 µM]	2	2%	-4%	0%	3%	u	-2%	8%	1%
CN(C)S(=O)(=O)c1cc(NC(=O)COC(=O)c2ccc3c(c2)OCO3)ccc1Cl	0%	12	-14%	-1%	-2%	-13%	-15%	-6%	15%	-1%
COc1ccc(NC(=O)CS(=O)(=O)Cc2ccccc2)c([N+](=O)[O-])c1	1%	7	-17%	-4%	0%	x	u	-3%	14%	1%
Cc1cccc(-n2c(N)c(C(=O)NCCN3CCOCC3)c3nc4ccccc4nc32)c1	8%	-8	-1%	26%	-10%	i	u	-3%	-6%	2%
CC(=O)c1ccc(S(=O)(=O)Nc2ccc(-c3cn4c(n3)SCC4)cc2)cc1	0%	8	-17%	2%	-3%	-6%	-5%	-8%	-12%	-10%
CC(=O)N1SC(N)=NC1c1ccccc1 (stereo not drawn)	-1%	-3	-1%	-5%	1%	1%	4%	-2%	9%	-2%
COc1cc(OC)nc(NC(=O)C(C)C)n1	0%	0	-16%[11.7 µM]	-33%	-8%	-3%	8%	4%	14%	2%
O=C(CSCc1ccc(F)cc1)Nc1ccc(F)cc1	0%	-9	8%	-7%	u	2%	-8%	8%	3%	0%
O=C(O)COc1ccc(Oc2ccccc2)cc1	2%	-1	0%	11%	-6%	2%	-8%	0%	22%	-4%
Cc1cc(NC(=O)c2ccccc2)ccc1NC(=O)Cc1ccccc1	x	-8	-10%	-8%	10%	4%	1%	1%	26%	1%
COc1ccc(CCN=c2c([N+](=O)[O-])nn(-c3cccc(C)c3)n2O)cc1OC	7%	2	0%	-2%	5%	-5%	u	1%	-14%	-1%
C1CSC2(N1)C1CC3CC2CC(C1)C31NCCS1 (stereo not drawn)	2%	13	1%	19%	2%	-2%	0%	1%	-15%	-3%
O/N=C(\COc1ccccc1O)c1ccccc1	-5%	10	-3%	10%	-9%	1%	-11%	12%	-24%	-8%
CNC(=O)c1c(NC(=O)CCS(=O)(=O)c2ccccc2)sc2c1CCN(C(=O)OC)C2	1%	-6	x	-5%	x	7%	x	1%	-15%	1%
CCCC(C)C(=O)OCC(=O)NCc1ccc(OC)c(OC)c1 (stereo not drawn)	1%	0	3%	2%	4%	3%	x	2%	-3%	0%
Nc1nc(SCC(=O)Nc2cccc(F)c2)n[nH]1	x	x	x	8%	x	7%	x	x	-7%	0%
Clc1ccc2nc(N3CCCCC3)[nH]c2c1	x	-4	18%	2%	3%	3%	-2%	-6%	19%[7.66 µM]	-11%
COC(=O)CCCCCCCCCCN1CCCCC1	5%[46.1 µM]	-1	21%	-2%	i	2%	-4%	-20%	13%	-3%

The list is partial. The share of hits here may be higher or lower than overall.
